High-throughput results as filed in PubChem BioAssay.
Cl transport mod – modulators of human KCC2 chloride dependent transport | Q9H2X9 | KCC2 cells, thallium flux FluoZin-2 fluorescence | B-score of Tl+ flux slope (higher = more flux/activation; lower = inhibition) at 10 µM | 190,000 tested, 2.2% active | AID 1456;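 active = thallium flux slope and its plate-corrected score both differing from the plate sample mean at a set confidence after two filtering rounds, in either direction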;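 note: slope of fluorescence scaled to starting intensity during 10 to 20 s after thallium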
Target sequence (Q9H2X9 whole entry, looked up): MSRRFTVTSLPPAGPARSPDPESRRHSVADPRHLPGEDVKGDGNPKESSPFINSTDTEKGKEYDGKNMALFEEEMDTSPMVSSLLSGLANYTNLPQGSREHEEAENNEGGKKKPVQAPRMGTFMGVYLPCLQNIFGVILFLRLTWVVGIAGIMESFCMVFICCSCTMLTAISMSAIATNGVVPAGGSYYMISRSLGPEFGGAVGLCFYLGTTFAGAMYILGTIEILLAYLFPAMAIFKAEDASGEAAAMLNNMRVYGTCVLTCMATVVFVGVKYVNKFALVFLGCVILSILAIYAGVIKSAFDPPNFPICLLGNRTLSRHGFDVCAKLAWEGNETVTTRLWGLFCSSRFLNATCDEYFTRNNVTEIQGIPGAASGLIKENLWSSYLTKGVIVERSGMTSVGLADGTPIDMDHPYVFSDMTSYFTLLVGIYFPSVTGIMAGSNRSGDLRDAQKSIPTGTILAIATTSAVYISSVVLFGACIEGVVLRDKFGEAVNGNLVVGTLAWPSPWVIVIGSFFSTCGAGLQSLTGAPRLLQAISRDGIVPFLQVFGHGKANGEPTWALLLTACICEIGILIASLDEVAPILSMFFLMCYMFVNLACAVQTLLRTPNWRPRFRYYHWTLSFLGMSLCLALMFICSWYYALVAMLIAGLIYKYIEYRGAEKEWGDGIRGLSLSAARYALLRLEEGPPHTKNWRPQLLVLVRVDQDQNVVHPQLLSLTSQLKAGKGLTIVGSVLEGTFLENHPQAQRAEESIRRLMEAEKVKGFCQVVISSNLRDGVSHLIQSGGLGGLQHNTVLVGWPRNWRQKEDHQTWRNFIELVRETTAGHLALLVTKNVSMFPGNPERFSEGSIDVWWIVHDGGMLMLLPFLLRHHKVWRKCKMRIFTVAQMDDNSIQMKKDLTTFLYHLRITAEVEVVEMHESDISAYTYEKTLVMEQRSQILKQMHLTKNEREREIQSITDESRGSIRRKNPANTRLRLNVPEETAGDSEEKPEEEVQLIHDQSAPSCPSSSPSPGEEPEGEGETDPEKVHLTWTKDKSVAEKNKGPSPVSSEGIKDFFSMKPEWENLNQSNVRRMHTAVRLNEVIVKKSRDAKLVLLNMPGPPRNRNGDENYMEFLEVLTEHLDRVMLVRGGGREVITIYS
hK5 inh – blocks human kallikrein 5 protease activity; Q9Y337; recombinant hK5, fluorogenic AMC substrate cleavage; inhibition, % at 5 µM; 210,000 tested, 0.59% active; AID 873;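 active = inhibition of 40% or more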;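 note: 0% = enzyme controls without compound and 100% = no-enzyme blanks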
TNF necrop inh – blocks TNF-alpha induced death of Jurkat FADD-/- cells; Jurkat FADD-/- TNF necroptosis rescue, ATP luminescence, 24 h; 0 = TNF only, 100 = no-TNF cells; activation (protection from cell death), % at 10 µM; 220,000 tested, 0.068% active;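 active = activation, meaning protection from cell death, of at least 50% relative to plate controls; inactive = activation below 50%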;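 note: necroptosis triggered by 40 ng/mL TNF-alpha added together with compound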
FXIIa inh – factor XIIa (human) inhibition | P00748 | purified FXIIa, Boc-QGR-AMC fluorogenic substrate, 2 h | inhibition, % at 5 µM | 220,000 tested, 0.3% active; in the data active = inhibition above about 40%;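 note: 0% = enzyme with no compound and 100% = blank without enzyme; many of its hits are not listed in these tables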
Thrombin inh – inhibitors of human thrombin. P00734. alpha-thrombin, Boc-VPR-AMC fluorogenic substrate cleavage. inhibition, % at 5 µM. 220,000 tested, 0.26% active;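 active = inhibition at or above 40%; inactive = inhibition below 40%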;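 note: 0% = enzyme with no compound and 100% = wells without enzyme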
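System: Human alpha-thrombin protein | Medium: pH 7.5 Tris (50 mM) with NaCl 150 mM, Tween 20 0.05% | Times: Enzyme reaction carried out at room temperature | Detection: AMC fluorescence, 355/460 nm | Evaluation: Percent inhibition scaled between no-compound controls and no-enzyme blanks | Benchmarks: Enzyme without compound as high, wells lacking enzyme as low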
Hck-Nef inh – inhibitors of human Hck kinase activated by Nef; Recombinant Hck-YEEI plus Nef, Z-Lyte FRET kinase assay; inhibition, % at 20 µM; 220,000 tested, 0.68% active; AID 463187;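 active = Hck-Nef kinase inhibition above about 50%, limit read from the data; inactive = inhibition below that limit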;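 note: 0% = DMSO with Hck plus Nef and 100% = Hck alone without Nef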
Rad51 HR inh – blocks human Rad51 in homologous recombination. inhibition, % at 10 µM. Q06609. hRad51 DNA strand exchange, fluorescence dequenching. 200,000 tested, 0.085% active;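 active = inhibition above 40% at the single screening dose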;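 note: 0% = DMSO control wells and 100% = blanks with heterologous ssDNA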
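Read-out basis: percent inhibition relative to plate controls and blanks / Assay system: human Rad51 nucleoprotein filaments preassembled on unlabelled ssDNA / Timing: filaments 15 min 37 °C, then compound 30 min / Control set: per-plate controls and blanks / Technique: fluorescence dequenching at 485/520 nm / Compound: 10 µM final, single point / Also added: Fluorescein- and BHQ1-tagged 47-mer duplex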
FXIa inh 1536 – inhibitors of human coagulation factor XIa. P03951. purified FXIa, Boc-Glu-Ala-Arg-AMC fluorogenic substrate. inhibition, % at 5 µM. 220,000 tested, 0.14% active. AID 798;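 active = inhibition of at least 40%; inactive = inhibition below 40%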;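 note: fluorescence of freed AMC excited at 355 nm; 0% = enzyme without compound and 100% = no enzyme blank; many of its hits are not listed in these tables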
L929 necroptosis – blocks zVAD induced death of L929 cells; AID 1377; L929 zVAD necroptosis rescue, ATP luminescence, 24 h; with zVAD 60 µM; viability rescue, % at 10 µM; 220,000 tested, 0.38% active;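 active = activation, scaled between plate controls, above about 75%, limit read from the data; inactive = activation under that limit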;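 note: 0% = zVAD with DMSO and 100% = DMSO alone without zVAD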
Active calls of the source: *; i = inactive; · = not tested or not shown. An excerpt; the hit share may differ from the screen's.

Results follow in this order: Cl transport mod	hK5 inh	TNF necrop inh	FXIIa inh	Thrombin inh	Hck-Nef inh	Rad51 HR inh	FXIa inh 1536	L929 necroptosis
> O=C(Nc1ccncc1)c1cc(-c2ccccn2)nc2ccccc12
    1.97	-1.5	0.2	3.5	1.3	-18.8	-8.1	-0.8	0.5
> CCOC(=O)C1C(c2ccccc2)N(C)OC1(O)C(F)(F)F (stereo not drawn)
    -0.489	1.4	1.5	12.1	-2.2	0.7	6.1	1.3	4.8
> CCOC(=O)N1CCN(C(=O)CS(=O)(=O)c2cn(Cc3ccccc3C)c3ccccc23)CC1
    -1.41	-23.2	-0.3	6.2	1.1	1.8	2.1	3.9	0.4
> Cc1ccc(Nc2nnc(SCC(=O)Nc3cccc(S(=O)(=O)NC4=NCCCCC4)c3)s2)c(C)c1
    1.3	-10.2	4.4	7.0	-6.8	7.2	-8.8	-0.1	0.9
> Cc1cc(-c2ccccc2)c(C#N)c(=S)[nH]1
    6.95*	-2.6	-0.3	6.8	-5.3	1.9	-5.4	0.1	0.5
> Cc1ccc(N2C(=O)C3CCC(C)(C2=O)C3(C)C)cc1 (stereo not drawn)
    0.163	0.6	6.0	3.8	-7.1	1.6	·	0.5	-0.1
> CCCCOc1ccc(C(NC(=O)OCC)NC(=O)OCC)cc1
    -0.603	15.2	1.5	22.3	13.1	-2.1	0.3	21.7	1.8
> O=C(CSc1ncnc2ccccc12)c1ccco1
    0.939	3.8	0.5	3.5	1.0	31.8	-4.2	2.5	1.5
> O=C1CN(C(=O)COC(=O)CNC(=O)c2ccc(Cl)cc2)c2ccccc2N1
    0.316	-4.7	0.4	7.1	3.3	26.3	1.1	-2.1	1.2
> N#CC(Sc1ccccn1)c1ccc(Cl)cc1 (stereo not drawn)
    -0.542	-6.2	-1.7	9.3	3.2	18.7	4.0	-0.5	-0.3

Single values from the results shown:
FXIa inh 1536 with O=C1CN(C(=O)COC(=O)CNC(=O)c2ccc(Cl)cc2)c2ccccc2N1 → -2.1
hK5 inh with CCOC(=O)N1CCN(C(=O)CS(=O)(=O)c2cn(Cc3ccccc3C)c3ccccc23)CC1 → -23.2

3 entries from above, as a markdown table.
| smiles | Cl transport mod | hK5 inh | TNF necrop inh | FXIIa inh | Thrombin inh | Hck-Nef inh | Rad51 HR inh | FXIa inh 1536 | L929 necroptosis |
| --- | --- | --- | --- | --- | --- | --- | --- | --- | --- |
| CCCCOc1ccc(C(NC(=O)OCC)NC(=O)OCC)cc1 | -0.603 | 15.2 | 1.5 | 22.3 | 13.1 | -2.1 | 0.3 | 21.7 | 1.8 |
| N#CC(Sc1ccccn1)c1ccc(Cl)cc1 (stereo not drawn) | -0.542 | -6.2 | -1.7 | 9.3 | 3.2 | 18.7 | 4.0 | -0.5 | -0.3 |
| Cc1ccc(N2C(=O)C3CCC(C)(C2=O)C3(C)C)cc1 (stereo not drawn) | 0.163 | 0.6 | 6.0 | 3.8 | -7.1 | 1.6 | · | 0.5 | -0.1 |

(cont.)
Results follow in this order: Cl transport mod	hK5 inh	TNF necrop inh	FXIIa inh	Thrombin inh	Hck-Nef inh	Rad51 HR inh	FXIa inh 1536	L929 necroptosis
> Cc1ccc(/C=C/C(=O)N2CCN(S(=O)(=O)c3cccs3)CC2)o1
    0.0942	3.1	-0.5	9.7	4.5	8.4	-30.1	-0.8	-0.7
> Cc1ccc(/C(N)=N/OC(=O)c2ccco2)cc1
    0.49	-8.7	-0.8	18.1	4.2	-2.3	-3.9	10.5	0.7
> O=C(CN1CCOCC1)Nc1nc2cc([N+](=O)[O-])ccc2s1
    ·	-14.4	0.9	17.5	0.6	3.9	-1.7	9.2	66.6
> O=C1S/C(=C\c2ccc(Cl)cc2)C(=O)N1CCn1cnnn1
    -0.637	-3.1	0.9	·	-2.2	7.6	3.8	-3.3	2.0
> C(=N\c1nc2ccccc2n1Cc1ccccc1)/c1cccs1
    0.0121	1.9	-0.6	10.9	3.7	-2.2	6.4	2.7	-0.7
> CN(C)/C=C(\C#N)C(=O)N/N=C(\CC(=O)C(F)(F)F)c1ccco1
    0.358	-19.3	0.0	1.6	4.1	-0.3	1.0	-0.4	2.0
> Cc1ccccc1-n1c(C)nnc1SCC(=O)N(C)C1CCS(=O)(=O)C1 (stereo not drawn)
    1.13	-3.9	1.0	6.9	5.7	18.1	4.4	-8.0	0.3
> O=C(Oc1nsnc1N1CCOCC1)N1CCCC1
    -1.12	·	-2.7	·	·	-2.8	4.3	·	0.9
> CCOc1ccc(N2C(=O)CC(NCC3CCCO3)C2=O)cc1 (stereo not drawn)
    2.24	·	0.7	4.3	-4.8	13.8	·	0.8	0.8
> Cc1ccc(SCc2[nH]nc3c2C2(C(=O)Nc4ccc(F)cc42)C(C#N)=C(N)O3)cc1 (stereo not drawn)
    0.00127	2.4	-10.9	8.4	5.9	-1.5	-6.9	1.8	0.6
> O=C(NCC1CCCCC1)C1CCN(C(=O)NC2CCCCC2)CC1
    ·	-21.3	2.3	4.3	-7.4	1.5	-3.8	3.3	2.8
> O=C(N/N=C/c1ccc(N2CCOCC2)o1)c1ccccc1[N+](=O)[O-]
    0.526	-11.6	1.9	10.4	-4.0	5.6	-43.2	1.7	·
> COc1ccc(CCNC(=O)C2CC(=O)N(c3ccc(C(C)(C)C)cc3)C2)cc1OC (stereo not drawn)
    -0.951	-29.4	0.4	-10.8	-4.2	-12.6	4.8	-7.8	0.5
> CCCCC1CCC(C(=O)Nc2c(C)n(C)n(-c3ccccc3)c2=O)CC1 (stereo not drawn)
    0.0132	·	-2.2	·	·	8.6	·	·	0.0
> O=C(/C=C/c1ccc(Br)cc1)NC1CCCCCC1
    0.227	-20.5	0.5	16.6	1.1	0.6	-0.1	1.9	1.4
> N/C(=N\OCc1ccccc1)c1nonc1N
    0.401	-7.3	1.2	4.5	-0.4	18.7	1.8	0.2	0.6
> CCOC(=O)C1=C(CNCc2ccc(C)cc2)NC(=O)NC1c1cc(C)ccc1C (stereo not drawn)
    ·	-14.5	-0.7	15.9	3.4	1.6	-5.1	8.7	-0.5
> CCCCNCCCOc1ccc(C)cc1Br
    -0.64	7.2	4.7	10.0	-4.8	24.2	6.7	4.0	-0.1
> CCOc1ccc(CN2CCN(c3cc(C)nc4c5c(C)cc(C)nc5nn34)CC2)cc1
    ·	i	-1.7	-49.2	-20.1	8.1	-36.7	-20.1	-0.3
> CCCCCN(C(=O)NC(=O)Nc1ccccc1C)S(=O)(=O)c1ccccc1
    0.795	4.7	3.8	4.5	-11.5	-0.2	19.8	-0.7	3.2

Compound profiles, from the list above. Values in the order: Cl transport mod	hK5 inh	TNF necrop inh	FXIIa inh	Thrombin inh	Hck-Nef inh	Rad51 HR inh	FXIa inh 1536	L929 necroptosis
O=C(NCC1CCCCC1)C1CCN(C(=O)NC2CCCCC2)CC1 in the list: ·	-21.3	2.3	4.3	-7.4	1.5	-3.8	3.3	2.8
CCOC(=O)C1=C(CNCc2ccc(C)cc2)NC(=O)NC1c1cc(C)ccc1C (stereo not drawn) in the list: ·	-14.5	-0.7	15.9	3.4	1.6	-5.1	8.7	-0.5
CCCCCN(C(=O)NC(=O)Nc1ccccc1C)S(=O)(=O)c1ccccc1 in the list: 0.795	4.7	3.8	4.5	-11.5	-0.2	19.8	-0.7	3.2
O=C(/C=C/c1ccc(Br)cc1)NC1CCCCCC1 in the list: 0.227	-20.5	0.5	16.6	1.1	0.6	-0.1	1.9	1.4
COc1ccc(CCNC(=O)C2CC(=O)N(c3ccc(C(C)(C)C)cc3)C2)cc1OC (stereo not drawn) in the list: -0.951	-29.4	0.4	-10.8	-4.2	-12.6	4.8	-7.8	0.5
